HCMV antiviral = inhibitors of human cytomegalovirus | activity change, negative = inhibition, % at 57.5 µM | 410,000 tested, 4.5% active | HFF cells, HCMV-luciferase reporter, 72 h; active compounds read low; in the data active = activity change below about -60%; inconclusive = no clear call, values can overlap the other calls; inactive = above about -39%
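Inhibition of viral replication was scored as loss of reporter luminescence in HFFs infected with HCMV-luciferase (MOI 1 PFU/cell) for 72 h; compounds tested at 2 doses, normalized to buffer and Salinomycin controls.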
Active calls of the source: *. % is scaled to controls: 0 for no effect and ±100 for the full control effect. This is a subset (hit frequency here may not be typical).

How did O=C(NCc1cccnc1)C1Cc2c(-c3ccc(Cl)cc3)ccnc2O1 (stereo not drawn) do in these assays?
HCMV antiviral: -27

What do the screens show for `O=S(=O)(Nc1cccc(S(=O)(=O)N2CCCC2)c1)c1ccc(Br)cc1`?
HCMV antiviral: 7

How did COc1cc(OC)cc(-c2c(Sc3ccccc3)c3cc(-c4ccc(OC)nc4)ccc3n2C)c1 do in these assays?
HCMV antiviral: -1

What do the screens show for `COc1ccc(-c2ccc(C(=O)Nc3cccc(C(F)(F)F)c3)c3occc23)c(C)c1`?
HCMV antiviral: -22

What do the screens show for `O=C(NCc1ccc(F)cc1)c1[nH]c(C(F)(F)F)nc1-c1ccccc1`?
HCMV antiviral: -11

How did CC(C)N1CCC1(C)C(=O)Nc1ccc2scnc2c1 (stereo not drawn) do in these assays?
HCMV antiviral: 6

Results for COCc1c(C(=O)NCC(c2ccco2)N2CCCC2)oc2ccccc12 (stereo not drawn) ?
HCMV antiviral: -2

Results for Cc1ccc(S(=O)(=O)N2CCC(=O)N([C@H](COCc3cccc(C)c3)C(C)C)CC2)cc1 ?
HCMV antiviral: -22

How did C=C1C(=O)[C@]23C[C@H]1CCC2[C@@]1(C)C(C[C@@H]3O)[C@](C)(C(=O)O)CC[C@@H]1O (stereo partly drawn) do in these assays?
HCMV antiviral: -81*

How did CCN1C(=O)[C@H]2[C@@H](c3ccccc3)N[C@]3(CCCN(Cc4ccc(C)cc4)C3=O)[C@H]2C1=O do in these assays?
HCMV antiviral: 32

How did CC1(C(=O)NS(=O)(=O)Cc2ccccc2C(F)(F)F)CCN1C(=O)c1cccc(F)c1 (stereo not drawn) do in these assays?
HCMV antiviral: -5

What do the screens show for `CN(C)CCNc1cccc2sc3ccc(O)cc3c(=O)c12`?
HCMV antiviral: -4

Results for CC1(C)CN(Cc2ccccc2)C(=O)[C@H]1CC(=O)Nc1ccccc1 ?
HCMV antiviral: -24

What do the screens show for `Cc1ccc(S(=O)(=O)N2C[C@H]3[C@H]4C(=O)N(c5ccccc5)C(=O)[C@H]4C[C@H](OC(=O)NCc4ccco4)[C@@]3(O)C2)cc1`?
HCMV antiviral: 3

What do the screens show for `CS(=O)(=O)c1ccc(C2=C(CNC(=O)c3cccs3)[C@H]3CC[C@@H](C2)N3CCOc2ccccc2)cc1`?
HCMV antiviral: 8

How did CCCCOc1ccc(S(=O)(=O)NC(=O)C2(C)CCN2C(=O)CCc2ccccc2)cc1 (stereo not drawn) do in these assays?
HCMV antiviral: 28

What do the screens show for `CCc1ccc(N2C=C(C(=O)OC)C(c3ccccc3F)C(C#N)=C2N)cc1` (stereo not drawn)?
HCMV antiviral: 5

Results for CCc1nc2ccc(C(=O)Nc3ccc(OC)c(OC)c3)cn2c1N(CCC(C)C)CCN(C)C ?
HCMV antiviral: -8

What do the screens show for `C[C@H]1CN([C@@H](C)CO)C(=O)CCCn2nncc2CO[C@@H]1CN(C)S(=O)(=O)c1ccc(Oc2ccccc2)nc1`?
HCMV antiviral: -8

Results for O=C(OCc1cn([C@H]2CN(C(=O)c3cccs3)[C@@H](c3ccccc3)C[C@@H]2O)nn1)c1ccccc1 ?
HCMV antiviral: -2

How did CC(C)CCn1nc(C(=O)OCC(=O)NC(C)c2ccccc2)c2ccccc2c1=O (stereo not drawn) do in these assays?
HCMV antiviral: 94

Results for CCN(CC)C(=O)C1=C(C)N(Cc2ccc(C(C)(C)C)cc2)C(=O)C(CC(=O)NCCc2ccccn2)C1 (stereo not drawn) ?
HCMV antiviral: -35

Results for COc1cc(OC)c(NC(=O)CC2SC(N)=NC2=O)cc1Cl (stereo not drawn) ?
HCMV antiviral: -7

Results for CC1(C(=O)NS(=O)(=O)c2cccs2)CCN1C(=O)c1ccccc1 (stereo not drawn) ?
HCMV antiviral: 10

How did CC1(C(=O)NS(=O)(=O)c2ccc(Cl)cc2)CCN1C(=O)Cc1ccc(-c2ccccc2)cc1 (stereo not drawn) do in these assays?
HCMV antiviral: -9

Results for Cc1ccc(CN2CCC[C@]3(N[C@H](c4ccccc4)[C@@H]4C(=O)N(Cc5ccccc5)C(=O)[C@@H]43)C2=O)cc1 ?
HCMV antiviral: 7

How did O=C(Nc1ccc2c(c1)OCCO2)C(CCc1ccccc1)N1CCN(C/C=C/c2ccccc2)CC1 (stereo not drawn) do in these assays?
HCMV antiviral: 5

What do the screens show for `CN(C(=O)COC(=O)c1ccc(S(=O)(=O)N2CCCCCC2)cc1)c1ccccc1`?
HCMV antiviral: 1

How did O=C(Nc1ccccc1N1CCOCC1)c1cccc2ccccc12 do in these assays?
HCMV antiviral: -32

Results for CCOC(=O)C(C(=O)OCC)C(=O)c1cccc2ccc3ccccc3c12 ?
HCMV antiviral: -9

Taken from the results shown, 2 compounds:
Results for CCN(CC)C(=O)C1=C(C)N(Cc2ccc(C(C)(C)C)cc2)C(=O)C(CC(=O)NCCc2ccccn2)C1 (stereo not drawn) ?
HCMV antiviral: -35

Results for COc1cc(OC)c(NC(=O)CC2SC(N)=NC2=O)cc1Cl (stereo not drawn) ?
HCMV antiviral: -7

The main list resumes, starting six compounds before the break.
How did CC1(C(=O)NS(=O)(=O)c2ccc(Cl)cc2)CCN1C(=O)Cc1ccc(-c2ccccc2)cc1 (stereo not drawn) do in these assays?
HCMV antiviral: -9

Results for Cc1ccc(CN2CCC[C@]3(N[C@H](c4ccccc4)[C@@H]4C(=O)N(Cc5ccccc5)C(=O)[C@@H]43)C2=O)cc1 ?
HCMV antiviral: 7

How did O=C(Nc1ccc2c(c1)OCCO2)C(CCc1ccccc1)N1CCN(C/C=C/c2ccccc2)CC1 (stereo not drawn) do in these assays?
HCMV antiviral: 5

What do the screens show for `CN(C(=O)COC(=O)c1ccc(S(=O)(=O)N2CCCCCC2)cc1)c1ccccc1`?
HCMV antiviral: 1

How did O=C(Nc1ccccc1N1CCOCC1)c1cccc2ccccc12 do in these assays?
HCMV antiviral: -32

Results for CCOC(=O)C(C(=O)OCC)C(=O)c1cccc2ccc3ccccc3c12 ?
HCMV antiviral: -9

What do the screens show for `CCN1C(=O)[C@@H]2[C@@H]3CN(S(=O)(=O)c4ccc(C)cc4)[C@@H](c4ccccc4Cl)[C@@H]3C(=O)C[C@@H]2C1=O`?
HCMV antiviral: 2

How did CCC(CC)C(=O)N(C)c1c(C)nc2c(OCc3ccccc3C)cccn12 do in these assays?
HCMV antiviral: inconclusive

What do the screens show for `Cn1ccc2c(-c3ccc(C(N)=O)cc3)cc3c(c21)C1CCC3C1` (stereo not drawn)?
HCMV antiviral: -2

Results for C[C@@H]1CCCCO[C@H](CN(C)Cc2ccncc2)[C@@H](C)CN([C@H](C)CO)C(=O)c2cc(N(C)C)ccc2O1 ?
HCMV antiviral: 2

Results for COc1ccc(CN2C(=O)C(CC(=O)NCCCN(C)C)CC(C(=O)N(C(C)C)C(C)C)=C2C)cc1 (stereo not drawn) ?
HCMV antiviral: -8

Results for Cn1c(NCCc2ccncc2)nc2cc(-c3ccccc3)sc2c1=O ?
HCMV antiviral: 151

What do the screens show for `CN(C(=O)c1ccccc1)C(=O)c1ccccc1`?
HCMV antiviral: -18

Results for O=C(COC(=O)c1ccc(F)cc1Cl)NC1CC1 ?
HCMV antiviral: -5

How did CC1(C(=O)NS(=O)(=O)c2ccccc2C(F)(F)F)CCN1C(=O)CC1CCCC1 (stereo not drawn) do in these assays?
HCMV antiviral: 54

Results for CC(=O)Nc1ccc(NC(=O)C2Cc3c(-c4ccc5c(c4)OCO5)ccnc3O2)cc1 (stereo not drawn) ?
HCMV antiviral: -14

What do the screens show for `COC(=O)C[C@@H]1OC[C@H](Cc2ccccc2)N1S(=O)(=O)c1ccc(C)cc1`?
HCMV antiviral: 27

How did C[C@@H]1CN([C@H](C)CO)C(=O)CCCn2cc(nn2)CO[C@H]1CN(C)C(=O)Nc1ccc2c(c1)OCCO2 do in these assays?
HCMV antiviral: 74

How did COCc1cc(N2CCN(C(=O)OC(C)(C)C)C[C@@H]2C)ccc1N1CC[C@H](O)C1 do in these assays?
HCMV antiviral: 76

How did COc1ccc(-c2c(-c3ccccc3OC)sc3ccccc23)cc1F do in these assays?
HCMV antiviral: -15

What do the screens show for `CCCCN1CC(COCc2ccccc2)Oc2cccc(N3CCCCC3)c2S1(=O)=O` (stereo not drawn)?
HCMV antiviral: -13

What do the screens show for `CSc1nc(N)c(C(=O)N(c2ccccc2)c2ccccc2)s1`?
HCMV antiviral: -26

Results for CC[C@@H]1c2ccccc2[C@@H]2CC[C@H]1N2c1ccccc1 ?
HCMV antiviral: -2

What do the screens show for `Cc1ccc(S(=O)(=O)CCC(=O)OCC(=O)Nc2cccc(S(=O)(=O)N3CCCCC3)c2)cc1`?
HCMV antiviral: inconclusive

What do the screens show for `CCOc1ccc(S(=O)(=O)NCCC(=O)N2CCN(C(C)=O)CC2)cc1`?
HCMV antiviral: -17

How did COc1cc(C(O)c2nc(-c3ccccc3C)cs2)ccc1F (stereo not drawn) do in these assays?
HCMV antiviral: -19

What do the screens show for `Cc1ccc(CNc2ncnc3ccc(-c4ccc(CO)o4)cc23)o1`?
HCMV antiviral: -33

Results for CC(C)(C)OC(=O)C(Oc1ccccc1[N+](=O)[O-])C(=O)OC(C)(C)C ?
HCMV antiviral: -29

Results for CCCCn1nnnc1C(c1cc2ccccc2o1)N1CCN(c2ccccc2F)CC1 (stereo not drawn) ?
HCMV antiviral: 9

What do the screens show for `CCCNC(=O)C1(C)CCCN(C(=O)c2cc(F)ccc2C)C1` (stereo not drawn)?
HCMV antiviral: -38

Results for Cc1ccc(COC[C@H](CC(C)C)N2CCN(C(=O)c3cccc(C(F)(F)F)c3)CCC2=O)cc1 ?
HCMV antiviral: -6

What do the screens show for `COc1cccc(C(O)c2ncc(-c3cccc4ccccc34)[nH]2)c1` (stereo not drawn)?
HCMV antiviral: 10

What do the screens show for `COc1cccc(C#Cc2ccc3c(c2)O[C@H](CN(C)C)[C@@H](C)CN([C@@H](C)CO)S3(=O)=O)c1`?
HCMV antiviral: -5

How did COc1cc(C(C)n2nnc3ccccc32)ccc1O (stereo not drawn) do in these assays?
HCMV antiviral: -15

How did COc1ccc(OC)c(C=C2CCc3ccccc3C2=O)c1 do in these assays?
HCMV antiviral: -96*

How did CCOC(=O)C1CCCN(C(=O)COc2ccc(C(C)(C)C)cc2)CC1 (stereo not drawn) do in these assays?
HCMV antiviral: -32

Results for CCc1c(C)c(C#N)c2nc3ccccc3n2c1NCCCN(C)C ?
HCMV antiviral: 1

Results for CC(=O)OC1C(O)C2=C3C4(C)C1C(C)(C)C(=O)CC4C3(O)C(OC(C)=O)C1(CC1C)C2=O (stereo not drawn) ?
HCMV antiviral: -26

What do the screens show for `COc1cccc(-c2ncn(CCc3ccccc3OC)c2CC(C)C)c1`?
HCMV antiviral: -88*

How did CC1C(=O)N(Cc2cn(Cc3ccco3)nn2)CCS(=O)(=O)N1Cc1ccc(-c2ccccc2C(F)(F)F)cc1 (stereo not drawn) do in these assays?
HCMV antiviral: -17

Results for CC(=O)N1C[C@@H](CO)[C@@H](N(C)C(=O)c2ccco2)C[C@H]1c1ccccc1 ?
HCMV antiviral: -4

How did CCOC(=O)C1=C(C)N=c2sc(=Cc3ccc(OCC(=O)O)cc3)c(=O)n2C1c1ccc(SC)cc1 (stereo not drawn) do in these assays?
HCMV antiviral: -2

Results for CCC(CC)C(C(=O)NCc1ccccc1)N(C)Cc1ccc(Cl)c(Cl)c1 (stereo not drawn) ?
HCMV antiviral: -1

Results for COc1cc(F)ccc1-c1cc(C(=O)Nc2cc(OC)c(OC)c(OC)c2)[nH]n1 ?
HCMV antiviral: 13

How did CCOC(=O)CN1C(=O)N2C[C@H]3CON(C)[C@H]3C[C@H]2c2ccccc21 do in these assays?
HCMV antiviral: -15

What do the screens show for `CSCCC(c1nnnn1C1CCCC1)N1CCC(n2c(=O)[nH]c3ccccc32)CC1` (stereo not drawn)?
HCMV antiviral: inconclusive

What do the screens show for `CC(C)N1CCCC(C)(C(=O)Nc2ccccc2)C1` (stereo not drawn)?
HCMV antiviral: 1

What do the screens show for `CCCc1c(C(=O)N/N=C(\C)c2ccc(CC(C)C)cc2)nnn1-c1nonc1N`?
HCMV antiviral: -35

What do the screens show for `CC(C)C[C@H]1CNC(=S)N1C[C@H]1CCCN1C[C@H](Cc1ccccc1)N1C[C@H](Cc2ccc(O)cc2)N(CC2CCCCC2)C1=S`?
HCMV antiviral: -22

What do the screens show for `Fc1ccc(CCn2c(Cn3c(-c4cnccn4)nc4ccccc43)nc3ccccc32)cc1`?
HCMV antiviral: -34

Results for CCOC(=O)C1(C)CCCN1C(=O)c1ccc(OC)c(OC)c1 (stereo not drawn) ?
HCMV antiviral: 17

Results for COCCNC(=O)C1(C)Cc2c(-c3cccc(C(F)(F)F)c3)ccnc2O1 (stereo not drawn) ?
HCMV antiviral: -21

What do the screens show for `Cc1cccc(C)c1-n1nnnc1C(c1cccs1)N1CCC(n2c(=O)[nH]c3ccccc32)CC1` (stereo not drawn)?
HCMV antiviral: -77*

How did C[C@@H]1CN([C@@H](C)CO)C(=O)c2cc(Br)cnc2O[C@@H]1CN(C)C(=O)Nc1ccc(F)cc1 do in these assays?
HCMV antiviral: 11

How did COC(=O)[C@@]12C[C@@H](CC(=O)N3CCC(c4ccccc4)CC3)C(=O)N(Cc3cccc4ccccc34)C1=CCC(C)(C)C2 do in these assays?
HCMV antiviral: 30

Results for CCc1nc2ccc(C(=O)NCc3ccc(OC)cc3)cn2c1N(C)CCC(C)C ?
HCMV antiviral: -1

What do the screens show for `COc1cccc(/C=C/C(=O)OCC(=O)NC2CCCCCC2)c1`?
HCMV antiviral: -14

Results for Cc1nn(S(=O)(=O)c2ccc([N+](=O)[O-])cc2)c(C)c1Sc1ccccc1 ?
HCMV antiviral: -13

How did COc1ccc(NC(=O)C2(C)CCCN(C(C)C)C2)cc1OC (stereo not drawn) do in these assays?
HCMV antiviral: 2

How did CCOC(=O)C1(C)CCCN1C(=O)c1ccc(C)cc1 (stereo not drawn) do in these assays?
HCMV antiviral: -14

Source: PubChem
